PAFAH2 inh: inhibitors of human PAFAH2 | Q99487 | AID 492956 | recombinant PAFAH2, FP-rhodamine activity probe, fluorescence polarization | 340,000 compounds, 0.99% hits | inhibition, % at 3.39 µM;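 active = inhibition above the mean over all tested compounds plus 3 SD, cut at about 30% in these data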;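 note: inhibitors block probe labeling of enzyme so polarization drops; 0% = enzyme with DMSO and 100% = wells lacking PAFAH2 protein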
LYPLA2 inh: blocks human lysophospholipase 2, a PME1 counter-screen. O95372. recombinant LYPLA2, FP-Rh probe fluorescence polarization. 320,000 compounds, 0.38% hits. inhibition, % at 5.9 µM;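 active = inhibition above the screen-wide mean plus 3 SD, limit set per campaign, cut at about 26% in these data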;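 note: 0% = LYPLA2 with DMSO and 100% = wells lacking LYPLA2 enzyme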
Target sequence (O95372 whole entry, looked up): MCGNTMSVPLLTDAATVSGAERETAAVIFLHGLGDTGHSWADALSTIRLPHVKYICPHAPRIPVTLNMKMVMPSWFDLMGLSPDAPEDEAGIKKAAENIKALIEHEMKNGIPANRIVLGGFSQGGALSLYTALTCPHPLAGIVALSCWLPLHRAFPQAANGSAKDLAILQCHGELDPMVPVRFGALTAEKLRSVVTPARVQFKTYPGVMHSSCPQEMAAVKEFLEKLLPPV
PAFAH1B2 inh: inhibitors of human PAFAH1B2 | P68402 | AID 492953 | inhibition, % at 3.39 µM | 340,000 compounds, 1.2% hits | recombinant PAFAH1B2, FP-rhodamine activity probe, fluorescence polarization;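 active = inhibition above the mean of all tested compounds plus 3 SD, cut at about 24% in these data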;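 note: 0% = enzyme with DMSO and 100% = wells lacking PAFAH1B2; many of its hits are not listed in these tables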
PAFAH1B3 inh: PAFAH1B3 (human) inhibition | inhibition, % at 3.39 µM | recombinant PAFAH1B3, FP-rhodamine probe, fluorescence polarization | 340,000 compounds, 0.28% hits;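 active = inhibition above the screen-wide average of all tested compounds plus 3 SD, cut at about 25% in these data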;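 note: 0% = enzyme with DMSO only and 100% = wells lacking PAFAH1B3 protein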
Target sequence (Q15102 whole entry, looked up): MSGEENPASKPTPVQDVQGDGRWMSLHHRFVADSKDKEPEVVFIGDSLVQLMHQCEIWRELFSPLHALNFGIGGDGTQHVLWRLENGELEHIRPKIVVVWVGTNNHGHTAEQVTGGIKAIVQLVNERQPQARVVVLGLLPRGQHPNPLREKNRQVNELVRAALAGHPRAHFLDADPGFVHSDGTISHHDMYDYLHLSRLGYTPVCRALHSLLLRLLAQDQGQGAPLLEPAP
LYPLA1 inh: counter-screen for PME1 inhibitors: inhibitors of human LYPLA1; O75608; recombinant LYPLA1, FP-Rh probe fluorescence polarization; inhibition, % at 5.9 µM; 320,000 compounds, 0.16% hits; AID 2174;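 active = inhibition above the mean of all tested compounds plus 3 SD, set per campaign, cut at about 14% in these data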;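 note: inhibitors block serine hydrolase probe labeling of LYPLA1 so polarization falls; 0% = enzyme with DMSO and 100% = wells lacking LYPLA1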
Target sequence (O75608 whole entry, looked up): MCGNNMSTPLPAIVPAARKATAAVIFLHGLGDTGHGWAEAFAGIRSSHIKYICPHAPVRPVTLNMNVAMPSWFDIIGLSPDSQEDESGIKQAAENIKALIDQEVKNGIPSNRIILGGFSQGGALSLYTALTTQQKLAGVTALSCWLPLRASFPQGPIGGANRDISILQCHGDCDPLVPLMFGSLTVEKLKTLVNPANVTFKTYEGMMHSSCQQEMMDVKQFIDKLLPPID
PREPL inh: inhibits the human prolyl oligopeptidase-like enzyme. Q4J6C6. recombinant PREPL, fluorescence polarization activity-based probe. inhibition, % at 5.96 µM. 320,000 compounds, 0.68% hits; in the data active = inhibition above about 43%;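 note: 0% = enzyme with DMSO and 100% = wells lacking enzyme; many of its hits are not listed in these tables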
ZTA counter: counter-screen for EBNA-1 inhibitors: inhibitors of Epstein-Barr virus ZTA; P03206; ZTA-DNA binding, fluorescence polarization; inhibition, % at 11 µM; 320,000 compounds, 0.15% hits; AID 2234; in the data active = inhibition above about 33%
Target sequence (P03206 whole entry, looked up): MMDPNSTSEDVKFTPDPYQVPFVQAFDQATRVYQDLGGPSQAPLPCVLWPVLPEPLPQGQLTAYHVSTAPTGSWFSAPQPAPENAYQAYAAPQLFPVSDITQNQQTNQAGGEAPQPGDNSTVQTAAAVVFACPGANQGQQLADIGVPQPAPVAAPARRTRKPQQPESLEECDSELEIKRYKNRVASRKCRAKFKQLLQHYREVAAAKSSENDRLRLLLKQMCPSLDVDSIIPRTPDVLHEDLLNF
EBNA-1 inh: blocks EBNA-1 binding to DNA; EBNA-1 DNA binding, fluorescence polarization; inhibition, % at 14.8 µM; 300,000 compounds, 0.34% hits; AID 1950; in the data active = inhibition above about 28%
pPAFAH FP inh: inhibitors of human plasma PAF acetylhydrolase (pPAFAH); AID 463082; recombinant pPAFAH, FP-rhodamine probe fluorescence polarization; inhibition, % at 3.39 µM; 330,000 compounds, 1.5% hits; Q13093;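 active = inhibition above the mean inhibition across the screen plus 3 SD, cut at about 25% in these data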;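 note: inhibitors block binding of the rhodamine activity-based probe so polarization drops; 0% = enzyme with DMSO and 100% = wells lacking pPAFAH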
The depositor's hits bear a star; . = no result given. A portion of the library; rates above refer to the full screens.

Values in the order – PAFAH2 inh, LYPLA2 inh, PAFAH1B2 inh, PAFAH1B3 inh, LYPLA1 inh, PREPL inh, ZTA counter, EBNA-1 inh, pPAFAH FP inh
O=S(=O)(Cc1cc(Oc2ccccc2)nc(-c2ccccc2)n1)c1ccccc1
    -2, -2, 4, 6, -5, -14, 10, 2, 5
COc1cc2c(-c3ccccc3)c(C)oc2cc1/C=N/NC(N)=S
    1, 0, 5, 6, -2, 1, 0, 8, 3
Cc1ccc(NC(=O)CS(=O)CC(=O)Nc2cnc3ccccc3c2)cc1Cl (stereo not given)
    -4, -5, 22, 7, -4, -18, -1, -2, 2
Cc1cc(C)c(OCCCCN(C)Cc2ccccc2)c(C)c1
    -6, -5, 9, 10, 0, -14, -4, -6, -1
CC(C)Cn1c(N)c(C(=O)CSc2nncs2)c(=O)n(C)c1=O
    -4, -3, 10, 1, -2, 0, 5, ., -3
CC(C)N(C(=O)CSc1nnc(Cc2ccc3c(c2)OCO3)n1C)C(C)C
    2, 1, 2, 0, 1, 19, -8, -8, -1
CCn1c(CCNC(=O)c2cccs2)nnc1SCC(=O)Nc1cccc(Cl)c1
    0, 5, 4, 3, 1, -12, -1, 7, 5
COc1ccc(NC(=O)CSc2nc3ccccc3n2-c2ccccc2)c([N+](=O)[O-])c1
    -4, -2, 4, -5, -1, -2, 0, 6, 17
CCCCOC(=O)C1C2C=C[C@]3(CN(CCCOC)C(=O)[C@H]13)O2 (stereo not given in full)
    -4, 0, 5, 3, 0, -3, 11, 5, -2
CC1(C)C(=O)OC(c2cccn2-c2ccc([N+](=O)[O-])cc2)C2(CCCCC2)C1=O (stereo not given)
    -2, 3, 1, 48*, 4, 2, 7, 3, 1
CC(C)(C)C(=O)Nc1scc(-c2ccc(-c3ccccc3)cc2)c1C(=O)O
    0, -6, 8, 1, -5, 7, 1, -10, 43*
CN(C(=O)COC(=O)c1cnc(Cl)c(Cl)c1)C1CCS(=O)(=O)C1 (stereo not given)
    -2, -1, 3, 8, 2, 2, 4, -4, -1
O=C(Nc1c(C(=O)N2CCOCC2)oc2ccccc12)c1ccccc1Cl
    5, -6, -2, -2, -2, 11, 8, 4, 1
O=C1N=C(N2CCCC2)S/C1=C\c1ccccc1
    -11, -2, 6, 5, -4, 0, -24, -9, -2
CN(CC(=O)Nc1ccc(F)cc1)C(=O)Cn1cnc2ccc([N+](=O)[O-])cc2c1=O
    3, ., 0, 5, ., 9, ., ., 1
S=C(Nc1ccc(Cl)cc1)NC1CCN(Cc2ccccc2)CC1
    -7, 16, 2, -7, 5, -1, -13, -1, 1
CCCCC(=O)Nc1cnc(NC(=O)c2ccco2)cc1C
    -5, 0, 4, 7, -1, -5, 0, -11, 2
COCCCn1c(-c2ccc(OC)cc2)nc2c1c(=O)[nH]c(=O)n2Cc1ccccc1
    6, -5, 6, -1, -2, -4, -13, -5, -2
Cc1ccc2nc(SCC(=O)Nc3cc([N+](=O)[O-])ccc3F)[nH]c2c1
    4, 5, 13, 2, -4, 22, -3, -6, 11
O=C1/C(=C/c2ccc(F)cc2)SC(=S)N1Nc1ncc(C(F)(F)F)cc1Cl
    2, -6, -4, -6, -4, 11, -5, -10, 9
O=C(C1CCN(S(=O)(=O)c2ccccc2)CC1)N1CCN(c2ccccc2F)CC1
    6, 0, 5, 7, -2, 11, 0, ., -1
O=C(Nc1ccc(OCc2ccccc2)cc1)Nc1ccccc1C(=O)NCCCN1CCOCC1
    3, 3, 1, 0, -4, 32, 5, -14, 1
CN(C)CCCSc1nc(-c2ccccc2)nc2c1CCC2
    -12, -3, 4, 13, 2, 4, -3, 4, 0
O=C(CSc1nc(-c2ccc(F)cc2)cc(C(F)(F)F)n1)NCc1ccco1
    4, 0, 0, -3, -3, -5, -23, 4, 1
COC(=O)NC(=S)Nc1ccc(Oc2ccc(Cl)cc2)c(Cl)c1
    -13, 5, 2, -7, 0, 3, 8, -5, 7
Cc1[nH]c(=S)c(C#N)c(C)c1CC(=O)c1ccc(Br)cc1
    5, 2, 2, 9, -1, 10, 3, 12, 7
CCOC(=O)/C=C1\SCC(=O)N1CC(=O)NCCOC
    -1, 0, 4, 14, -1, -2, 5, -2, 0
COC(=O)C1CSC(C)(C)C(=O)N1 (stereo not given)
    -1, 2, -1, 7, 1, 6, 2, 6, 3
O=C(CCn1c(=O)oc2ccccc21)NCCCN1CCN(c2ccc(F)cc2)CC1
    0, 8, 12, 10, 2, 15, -8, 7, 1
COc1ccc(CCNc2ncnc3c2oc2ccccc23)cc1OC
    8, -1, -2, -5, 0, -9, 20, -5, -3

Sorted by SMILES length (smallest number first): some entries from above.
Values in the order – PAFAH2 inh, LYPLA2 inh, PAFAH1B2 inh, PAFAH1B3 inh, LYPLA1 inh, PREPL inh, ZTA counter, EBNA-1 inh, pPAFAH FP inh
CCCCC(=O)Nc1cnc(NC(=O)c2ccco2)cc1C
    -5, 0, 4, 7, -1, -5, 0, -11, 2
O=C(CCn1c(=O)oc2ccccc21)NCCCN1CCN(c2ccc(F)cc2)CC1
    0, 8, 12, 10, 2, 15, -8, 7, 1
O=C(C1CCN(S(=O)(=O)c2ccccc2)CC1)N1CCN(c2ccccc2F)CC1
    6, 0, 5, 7, -2, 11, 0, ., -1

Two entries picked at random from those above, as already listed:
Values in the order – PAFAH2 inh, LYPLA2 inh, PAFAH1B2 inh, PAFAH1B3 inh, LYPLA1 inh, PREPL inh, ZTA counter, EBNA-1 inh, pPAFAH FP inh
CN(C)CCCSc1nc(-c2ccccc2)nc2c1CCC2
    -12, -3, 4, 13, 2, 4, -3, 4, 0
CC(C)(C)C(=O)Nc1scc(-c2ccc(-c3ccccc3)cc2)c1C(=O)O
    0, -6, 8, 1, -5, 7, 1, -10, 43*

Next part
Values in the order – PAFAH2 inh, LYPLA2 inh, PAFAH1B2 inh, PAFAH1B3 inh, LYPLA1 inh, PREPL inh, ZTA counter, EBNA-1 inh, pPAFAH FP inh
O=S(=O)(c1ccccc1)N1CCN=C1SCc1cccnc1
    4, 5, 0, 16, 4, 17, 6, -10, -1
CCN(C(=O)COC(=O)C1CCN(S(=O)(=O)c2ccc3c(c2)OCCO3)CC1)C1CCS(=O)(=O)C1 (stereo not given)
    -2, 1, 2, 14, -3, -3, -7, 2, 0
COc1cc(OC)c(OC)cc1CN1CCN(c2ccc(F)cc2)CC1
    -4, -3, 2, 8, -3, 22, 3, 3, 1
CC(C)c1ccc(NCCC(=O)c2cccs2)cc1
    2, 12, 10, 4, 1, 12, -2, 0, -2
Cc1nc([N+](=O)[O-])c(C(=O)OCc2ccc(C#N)cc2)n1C
    0, 10, -3, 1, 6, 4, -24, -3, 3
CCOc1ccc(NS(=O)(=O)c2ccc(C(=O)NCC(c3ccccc3OC)N3CCCC3)cc2)cc1 (stereo not given)
    -3, 1, -2, 6, 2, 1, -11, -10, 52*
CCCCCC1CC1C(=O)N/N=C/c1ccc(N(C)C)cc1 (stereo not given)
    8, 12, 4, 3, 2, 16, 30, 10, 15
COc1cccc(N2C(=O)CC(Sc3nc(C)cc(C)n3)C2=O)c1 (stereo not given)
    -5, 4, 0, -1, 2, 0, -7, -3, 0
COc1ccccc1N1CCN(S(=O)(=O)c2cc3c(cc2C)NC(=O)CO3)CC1
    8, -5, 2, 12, -3, 5, 6, -14, -3
CC(C)Nc1nc2nonc2nc1Nc1ccccc1
    10, 2, 3, -3, -4, 3, -3, -2, 2
CCOc1ccc2ccccc2c1/C=N/NC(=O)c1cc(C)[nH]n1
    49*, 1, 1, -4, 4, 3, 4, -1, 1
NS(=O)(=O)c1ccc(CNc2ncnc3sccc23)cc1
    -4, -7, -2, -5, 1, 7, 11, 11, 2
CCCC1C(=O)N(c2ccccc2)C1c1ccccc1 (stereo not given)
    1, -3, 13, 7, -3, 6, -16, -13, 0
CCOc1cc(/C=C2\N=C(SC)SC2=O)cc([N+](=O)[O-])c1OC(C)=O
    12, 8, 13, 2, 8, 4, 17, 3, 17
Cc1cccc(C(=O)Nc2cccc(C(=O)NC3CCCC3)c2)c1
    -2, 7, 2, -10, 2, 0, 2, 4, 1
O=C(CCC(=O)N(CC(=O)NC1CCCCC1)c1ccc2c(c1)OCO2)Nc1ccccn1
    5, 0, -3, 5, 1, 5, 2, 2, 4
O=C(O)CCCC(=O)N1CC(=O)Nc2ccccc21
    -4, 10, -2, 6, 6, -3, -10, 8, 2
COc1ccc(NC(=O)N2CCN(C(=O)C(Cc3ccc(F)cc3)NC(C)=O)CC2)cc1 (stereo not given)
    5, -3, -1, 8, -1, 2, 2, 10, 3
CN1CCN(CCC(=O)N/N=C/c2cc([N+](=O)[O-])ccc2O)CC1
    -5, -6, 1, 4, 1, 4, 11, 0, 3
Cc1ccc(C)c(S(=O)(=O)N2CCN(CC(=O)NC(C)c3ccccc3)CC2)c1 (stereo not given)
    -9, -6, 3, 5, -5, 15, -3, ., -8
CC1CCCN(S(=O)(=O)c2cc(C(=O)NCc3ccco3)ccc2Cl)C1 (stereo not given)
    8, ., 1, 1, ., 15, ., ., 0
COc1cccc2c1C(=O)CC2NC(=O)C(F)(F)F (stereo not given)
    -3, -10, -1, 10, -1, 5, 12, 0, -5
Cc1ccc(NC(=O)C2CCCN2C(=O)NC2CCCCC2)cc1 (stereo not given)
    8, 1, 10, 15, 0, 2, 26, 3, 2
Cc1c(NC(=O)CSc2nnc(C(C)Oc3ccc(Cl)cc3)n2-c2ccccc2)c(=O)n(-c2ccccc2)n1C (stereo not given)
    3, -4, 1, 5, 2, 9, 3, 12, 1
CCN(CC)c1nc(N)c2c(N)nc3c(c2c1C#N)CC(c1ccccc1)O3 (stereo not given)
    18, 8, 7, 5, 2, 31, -6, -11, 20
CCN(CC)CC(=O)N1c2ccccc2Sc2ccc(Cl)cc21
    -1, -1, 4, 0, -2, -17, -7, -16, -3
COc1ccc(-c2cn(CCO)c(-c3ccncc3)n2)cc1
    -6, -2, 2, -2, 1, 5, 9, -6, 7
CCOc1ccc(C(=O)NCC(=O)NNC(=O)C2COc3ccccc3O2)cc1OCC (stereo not given)
    4, 4, -5, 6, 3, 0, -1, -11, 3
CCOc1cc2[nH]c(=O)n(CCCCC(=O)N3CCCCCC3)c(=O)c2cc1OCC
    -2, -8, 4, 10, -4, 9, 1, 7, -6
O=C(NCCO)c1nc(NCCO)c2ccccc2n1
    0, 1, 3, 5, 4, 12, -9, -15, -4
O=C(c1ccc2ccccc2c1)C1CCCN(C(=O)c2cnccn2)C1 (stereo not given)
    1, 1, 4, 10, -2, 18, -10, -10, 5

Individual results from the results shown:
Entry for CCN(C(=O)COC(=O)C1CCN(S(=O)(=O)c2ccc3c(c2)OCCO3)CC1)C1CCS(=O)(=O)C1 (stereo not given) in pPAFAH FP inh: 0
Entry for O=S(=O)(c1ccccc1)N1CCN=C1SCc1cccnc1 in EBNA-1 inh: -10
Entry for Cc1ccc(C)c(S(=O)(=O)N2CCN(CC(=O)NC(C)c3ccccc3)CC2)c1 (stereo not given) in ZTA counter: -3
Entry for CC1CCCN(S(=O)(=O)c2cc(C(=O)NCc3ccco3)ccc2Cl)C1 (stereo not given) in PAFAH1B2 inh: 1

PAFAH2 inh, what is marked active above
molecule	PAFAH2 inh	PAFAH1B2 inh	PAFAH1B3 inh	PREPL inh	EBNA-1 inh	pPAFAH FP inh
CCOc1ccc2ccccc2c1/C=N/NC(=O)c1cc(C)[nH]n1	49*	1	-4	3	-1	1
